Bioassay records as filed in PubChem.
AddAB inh: growth inhibition of E. coli expressing H. pylori AddAB, primary screen, AddAB inhibitor project, absorbance; inhibition, % at 11.9 µM; hit rate 0.29% among 330,000; in the data active = inhibition above about 12%;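 note: 0% = vehicle wells of infected cells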
PKA-R1A activ: activators of PKA-R1A holoenzyme, primary screen, biochemical, fluorescence polarization, Cy5-IP20, bovine R1A, mouse PKAc. PKA-R1A dissociation; scaled: DMSO 0%, 113 µM cGMP 100%. activation, % at 11.4 µM. hit rate 0.083% among 340,000;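 active = percent activation above the mean of all tested compounds plus 3 SD, cut at about 19% in these data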;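 note: higher means more PKAc released from R1A so a rise in polarization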
CDK5 p35 inh: inhibitors of human CDK5/p35 kinase, primary screen, biochemical, single concentration | hit rate 0.01% among 330,000 | inhibition, % at 10 µM | Cyclin-dependent kinase 5 (Homo sapiens) + Cyclin-dependent kinase 5 activator 1 (Homo … | AID 488839, 2010 | Recombinant CDK5/p35, ADP-Glo luminescence, 60 min;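 active = highest replicate inhibition of at least 50% and at least 75% of replicates reaching 50%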;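 note: plate controls were DMSO neutral control for no effect and GW8510 at 10 µM for full effect; many of its hits are not listed in these tables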
phage Ecoli inh: growth loss of phage-infected E. coli, primary screen, RecBCD inhibitor project, absorbance, with phage, HTS | inhibition, % at 11.9 µM | hit rate 0.26% among 360,000 | AID 651602, 2012; in the data active = inhibition above about 11%
HTR5A ag: HTR5A agonists in luminescence cell assay, primary screen, counter-screen for OPRM1-OPRD1 heterodimer agonist project, full-deck HTS | AID 504692, 2011 | hit rate 0.61% among 340,000 | cell-based | activation, % at 9.3 µM | 5-hydroxytryptamine receptor 5A (Homo sapiens), P47898; in the data active = activation mostly above about 9.5%, no sharp cut-off; inactive = mostly below about 7.6%;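 note: 0% = cells with vehicle only and 100% = reference agonist; strong numbers were not always called active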
Target sequence (P47898 whole entry, looked up): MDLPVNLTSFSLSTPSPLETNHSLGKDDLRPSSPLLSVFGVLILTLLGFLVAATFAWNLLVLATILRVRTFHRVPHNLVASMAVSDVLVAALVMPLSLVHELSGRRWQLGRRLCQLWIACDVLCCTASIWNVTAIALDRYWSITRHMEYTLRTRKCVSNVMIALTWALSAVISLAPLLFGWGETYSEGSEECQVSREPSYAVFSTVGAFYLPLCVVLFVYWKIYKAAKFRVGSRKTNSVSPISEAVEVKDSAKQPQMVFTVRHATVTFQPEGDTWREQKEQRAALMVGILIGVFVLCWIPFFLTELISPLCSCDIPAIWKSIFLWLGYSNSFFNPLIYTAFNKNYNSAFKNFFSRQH
E coli growth: E. coli V3065 growth inhibition, primary screen, counter-screen for AddAB inhibitor project, absorbance, OD600. 18 h. inhibition, % at 11.9 µM. hit rate 0.27% among 330,000. AID 449728, 2010;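 active = inhibition above the campaign's mean inhibition across all tested compounds plus 3 SD, cut at about 9.9% in these data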;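 note: uninfected addAB+ strain grown without phage in ampicillin broth; 0% = DMSO wells and 100% = ciprofloxacin 0.95 µg/ml wells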
HTR5A inv ctr: HTR5A inverse agonists in luminescence cell assay, primary screen, counter-screen for OPRM1-OPRD1 heterodimer inverse agonist project, full-deck HTS; HTR5A cell line, inverse agonism; hit rate 0.083% among 340,000; AID 504634, 2011; inhibition, % at 9.3 µM; in the data active = inhibition mostly above about 23%, no sharp cut-off; inactive = mostly below about 18%;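 note: 0% = cells with DMSO and 100% = no-cell wells with DMSO; some compounds called inactive have numbers as strong as hits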
PKA-R2B act: activators of PKA-R2B holoenzyme, primary screen, biochemical, fluorescence polarization, Cy5-IP20, human; cAMP-dependent protein kinase catalytic subunit beta (Homo sapiens) + cAMP-dependent …; PKA-R2B holoenzyme dissociation; R2B truncated from residue 108, S112A mutant; 0% DMSO only, 100% 113 µM cGMP; activation, % at 11.4 µM; hit rate 0.079% among 340,000; AID 504700, 2011;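 active = activation above a cutoff set at the mean over all compounds plus 3 SD, cut at about 18% in these data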;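 note: higher means more holoenzyme dissociation and a rise in polarization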
Target sequence (P31323 whole entry, looked up, other chains not shown, the tested form may be a part): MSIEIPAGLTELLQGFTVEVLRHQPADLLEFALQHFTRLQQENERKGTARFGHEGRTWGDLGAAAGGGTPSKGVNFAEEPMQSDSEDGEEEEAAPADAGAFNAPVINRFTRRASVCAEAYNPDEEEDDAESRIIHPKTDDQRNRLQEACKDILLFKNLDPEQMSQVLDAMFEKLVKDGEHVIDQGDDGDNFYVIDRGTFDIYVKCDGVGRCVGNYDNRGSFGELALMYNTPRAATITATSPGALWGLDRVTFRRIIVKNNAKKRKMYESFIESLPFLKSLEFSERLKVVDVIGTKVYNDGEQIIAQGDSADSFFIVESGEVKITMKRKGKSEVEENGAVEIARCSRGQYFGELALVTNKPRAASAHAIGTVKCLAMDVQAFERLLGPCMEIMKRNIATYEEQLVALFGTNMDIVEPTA
Tat export inh: E. coli Tat export inhibitors, primary screen, MC4100, TorA-mCherry reporter, fluorescence, single point | inhibition, % at 10 µM | hit rate 0.036% among 340,000 | AID 488895, 2010;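 active = mean replicate inhibition at least 50% and at least half of replicates individually reaching 50%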;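 note: exported cargo escapes ClpAP degradation while cytoplasmic cargo is degraded and loses fluorescence; 0% = median of neutral control wells and 100% = median of NaSCN control wells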
DAGLB inh: DAGLB lipase inhibitors, primary screen, biochemical, fluorescence, HTS; Diacylglycerol lipase-beta (Homo sapiens), Q8NCG7; HEK293T DAGLB membrane lysate, EnzChek fluorogenic substrate; inhibition, % at 5.17 µM; hit rate 0.059% among 340,000; AID 504411, 2011; in the data active = inhibition above about 34%;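 note: 0% = enzyme with vehicle and 100% = wells lacking enzyme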
SUMO Mot1 rescue: yeast Mot1-301 growth rescue at high temperature, primary screen, SUMOylation pathway inhibitor project, S. cerevisiae, ATP luminescence, 38.5C; growth rescue, % at 18.8 µM; AID 2716, 2010; hit rate 1% among 320,000; S. cerevisiae Mot1-301 growth rescue; percent above DMSO median, 100 means doubled;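 active = every valid replicate shows activation above 250% relative to neutral control wells; inactive = the rest, any valid replicate at or below 250%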;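 note: OY570 slx delta 5 strain wells were the positive control but not used for scaling; some compounds called inactive have numbers as strong as hits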
* hit, by the source's call; nt = not tested or not shown.

Values run as follows: DAGLB inh	CDK5 p35 inh	phage Ecoli inh	AddAB inh	PKA-R2B act	E coli growth	HTR5A ag	SUMO Mot1 rescue	PKA-R1A activ	HTR5A inv ctr	Tat export inh
CCN(CC)c1ccc(/C=N/NS(=O)(=O)c2ccc(C)c([N+](=O)[O-])c2)cc1
 : -1	0.1	2.0	1.8	-8	0.1	6	-3	-6	-17	4
Cc1ccc([N+](=O)[O-])cc1N
 : -1	-3.5	2.3	0.1	-7	0.2	1	215	-5	-4	2
CC(=O)Nc1cccc(Nc2nc(-c3ccccc3)nc3ccccc23)c1
 : 1	-2.6	0.9	-2.1	-9	-1.0	4	16	-18	-3	-5
CCC(=O)N1CCN(c2ccc(NC(=O)COc3ccc(CC)cc3)cc2)CC1
 : 1	-2.4	2.4	4.2	-6	2.8	0	-20	-4	-1	-1
CC(C)Cn1c(N)c(C(=O)COC(=O)C2CCCN2C(=O)c2cccs2)c(=O)n(C)c1=O (stereo not drawn)
 : 2	-0.4	3.3	-1.1	0	-2.6	-3	32	0	12	-11
N/C(=N\OC(=O)c1cccc(F)c1)c1cccc([N+](=O)[O-])c1
 : -4	-0.1	3.9	2.8	-2	0.0	-3	1	-2	13	-4
Cc1ccc(OCc2ccc(C(=O)Nc3ccc(C(N)=O)cc3)o2)c([N+](=O)[O-])c1
 : -1	0.0	6.6	-0.2	2	-0.3	5	16	4	-11	3
COc1ccc(NC(=O)C2CC3C=CC2C3)c([N+](=O)[O-])c1 (stereo not drawn)
 : -1	2.2	0.5	nt	-4	nt	3	nt	-3	-13	-3
C[C@H](NS(=O)(=O)c1ccc(Cl)cc1)C(=O)OCC(=O)N1CCOCC1
 : -1	1.0	1.0	0.2	-8	1.9	0	4	-4	-15	-7
Cc1cc(C(=O)NC2CCCC(C)C2C)c2ccccc2n1 (stereo not drawn)
 : 1	1.3	2.6	0.8	2	1.5	4	154	-2	-9	3
Cn1cccc1Cc1nnc(SCC(=O)NCCc2ccccc2)n1C
 : 3	-2.4	2.9	1.0	9	-0.9	2	-5	11	7	15
CC(C)N(C(=O)[C@H]1C[C@H](CC(=O)NCCCN(C)C)C(=O)N2CCc3c([nH]c4cc(-c5ccco5)ccc34)[C@]12C)C(C)C
 : 3	0.6	1.6	-1.7	-12	-1.8	2	nt	-2	-6	5
CC(C)CC(C)c1cc(N)nc2nc3ccccc3n12 (stereo not drawn)
 : -7	-0.6	5.4	-0.9	-2	1.1	-1	6	-7	-1	7
CCN(CC)c1ccc(NC(=O)COC(=O)C2CCN(c3ccc(C(F)(F)F)cn3)CC2)cc1
 : -7	-0.7	4.8	nt	-1	nt	1	nt	-10	-2	-5
CCCCCOc1ccc(C2C(C(C)=O)=C(C)Nc3ncnn32)cc1OC (stereo not drawn)
 : 3	-0.8	2.9	-0.5	2	-0.7	3	nt	18	-19	-5
Cc1ccccc1CNC(=O)C(=O)NCC1CCCN1S(=O)(=O)c1ccccc1 (stereo not drawn)
 : -3	0.3	0.9	-0.9	-2	1.6	-1	34	3	2	2
O=C(Cc1ccccc1)Nc1ccc(-c2nnc(-c3ccco3)o2)cc1
 : 1	0.1	1.2	5.8	-1	-0.2	1	151	-8	-6	-1
COC(=O)[C@@H]1C[C@H]2CC[C@H](O)C[C@H]2N1Cc1ccc(C(F)(F)F)cc1
 : -2	0.7	2.2	2.4	0	1.2	-2	-5	-5	-35	-2
CN(C)C(=O)Nc1cnc2ccccc2c1
 : 0	-0.7	1.5	-0.7	-4	1.0	-2	-10	5	5	4
COc1ccc(OC)c(NC(=O)CCNS(=O)(=O)c2ccc3c(c2)c(=O)n(C)c(=O)n3C)c1
 : -1	0.9	1.1	6.1	-9	0.9	3	5	-9	-11	-3
Cc1ccc(-n2nc(C)c(C3(O)C(=O)N(C)c4ccccc43)c2N)cc1 (stereo not drawn)
 : 1	0.1	2.3	-0.3	-6	-1.4	0	278	-3	-1	-2
N/C(=N\OC(=O)Cc1ccc(-c2ccccc2)cc1)c1ccccn1
 : -7	-0.3	3.5	3.3	9	1.4	5	-17	-5	-13	9
CCCCNc1oc(-c2cccs2)nc1S(=O)(=O)c1ccccc1
 : 0	-1.1	-0.4	1.2	-6	-1.2	-2	-4	0	6	10
CC(=O)c1c(C)[nH]c(C(=O)N2CCN(S(=O)(=O)c3ccc(F)c(F)c3)CC2)c1C
 : 2	-0.1	1.6	-2.4	1	0.6	2	6	-9	-5	2
Cn1c(=O)n(C)c2cc(S(=O)(=O)NCc3ccco3)ccc21
 : 1	-0.1	3.6	1.3	1	2.0	-1	3	-6	7	3
CC(=O)C1=C(C)OC(N)=C(C#N)C1c1cc2cc(C)c(C)cc2nc1Cl (stereo not drawn)
 : 3	-0.4	0.6	1.3	-5	5.6	-2	6	-9	10	1
Cc1noc(C)c1C(=O)OC(C)C(=O)N1CCc2ccccc21 (stereo not drawn)
 : 0	-0.4	2.6	-2.0	-9	-0.3	0	-5	-7	0	-5
COC(=O)c1sc(N2C(=O)C(O)=C(C(=O)c3ccc(C)o3)C2c2ccc(F)cc2)nc1C (stereo not drawn)
 : 4	-4.9	2.1	1.5	-3	-0.6	0	-14	-7	-14	7
CC(=O)c1cccc(NC(=O)N2CCCC2C(=O)NCCC(C)C)c1 (stereo not drawn)
 : 0	-0.1	2.4	0.5	1	0.2	-2	-21	-1	7	2
Cc1cc2ccccn2c1C(=O)c1ccccc1F
 : -2	1.6	0.5	4.7	3	1.5	6	-15	-7	-17	-2
CC1(C)NC(=O)N(CCOc2ccc([N+](=O)[O-])cc2)C1=O
 : 1	-0.1	2.9	2.7	3	-1.2	-2	42	9	9	-13
Cc1cc(Br)ccc1NC(=O)CN(C)C(=O)CCSc1ccc(F)cc1
 : -4	1.2	1.2	3.3	-15	0.4	5	-23	-3	-13	1
COc1ccc(/C=C/C(=O)N(C)C2CCCCC2)cc1Br
 : -3	-1.3	-0.8	2.6	0	0.0	-3	-15	-10	7	5
CCN(CC)C(=O)c1ccccc1NC(=O)c1cccc(S(=O)(=O)N(CC)CC)c1
 : -1	1.9	2.5	1.5	-4	0.8	2	10	-4	-4	1
C=CCNC(=O)C12CCC(C)(C(=O)[C@H]1Br)C2(C)C (stereo partly drawn)
 : 0	1.9	3.3	-0.2	2	1.1	3	12	4	6	3
Cc1cccnc1NC(=O)CN1C(=O)c2ccccc2S1(=O)=O
 : -1	1.0	2.9	-0.6	-8	1.3	2	2	-2	4	0
COC(=O)C1=C(C)NC(=O)/C1=C\c1cc(C)n(-c2cc(C)cc(C)c2)c1C
 : 9	-1.9	3.2	-1.8	-6	-0.6	-3	-17	-3	-3	5
O=C(Nc1nnc(C2=COCCO2)o1)c1cccc(Br)c1
 : 4	-0.8	-3.4	2.6	2	-3.0	-1	-15	-10	-18	0
O=C(CCS(=O)(=O)c1ccccc1)Nc1ccc2c(c1)C(=O)NC2=O
 : 2	0.9	0.4	2.2	-17	-0.6	-4	5	-6	-3	10
CN(C)S(=O)(=O)c1ccc(NC(=O)c2cc(-c3cccs3)nc3ccccc23)cc1
 : -1	-0.3	5.1	1.2	9	-1.6	-7	-1	9	-12	-8
COc1ccc(NC(=O)CC2C(=O)N(C)C(=S)N2Cc2ccco2)cc1 (stereo not drawn)
 : -3	1.8	1.3	6.3	-4	1.4	3	-10	5	-9	7
O=c1[nH]cc(N=Cc2cc(Cl)cc(Cl)c2O)c(=O)[nH]1
 : 5	-4.1	2.2	3.6	-3	-0.3	7	56	-10	-27	7
O=C(c1ccc(Cl)nc1)N1CCN(C/C=C/c2ccccc2)CC1
 : 2	1.8	0.9	2.9	-15	2.5	-7	18	-1	19	0
C/C(=C\c1ccccc1)C(=O)Nc1nccs1
 : -2	1.3	2.5	nt	-7	nt	-3	nt	-4	8	13

An excerpt of these results, with tabs.
structure	DAGLB inh	CDK5 p35 inh	phage Ecoli inh	AddAB inh	PKA-R2B act	E coli growth	HTR5A ag	SUMO Mot1 rescue	PKA-R1A activ	HTR5A inv ctr	Tat export inh
Cc1cc(Br)ccc1NC(=O)CN(C)C(=O)CCSc1ccc(F)cc1	-4	1.2	1.2	3.3	-15	0.4	5	-23	-3	-13	1
COc1ccc(/C=C/C(=O)N(C)C2CCCCC2)cc1Br	-3	-1.3	-0.8	2.6	0	0.0	-3	-15	-10	7	5
CCN(CC)C(=O)c1ccccc1NC(=O)c1cccc(S(=O)(=O)N(CC)CC)c1	-1	1.9	2.5	1.5	-4	0.8	2	10	-4	-4	1
C=CCNC(=O)C12CCC(C)(C(=O)[C@H]1Br)C2(C)C (stereo partly drawn)	0	1.9	3.3	-0.2	2	1.1	3	12	4	6	3
Cc1cccnc1NC(=O)CN1C(=O)c2ccccc2S1(=O)=O	-1	1.0	2.9	-0.6	-8	1.3	2	2	-2	4	0
